# ALOX12 inhib: blocks human 12-lipoxygenase activity | purified 12-hLO, xylenol orange hydroperoxide absorbance | Potency, µM (doses to about 57.1 µM), for inactives: at the top dose activity change, negative = inhibition, most hits filed as inhibitors | 0.12% of 150,000 active | AID 1452; further: potency means the concentration at half of the fitted maximal effect; nearly all actives have a fitted effect of over 55% in size; many of its hits are not listed in these tables
#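 Purified human 12hLO (150 nM), preincubated 15 min with compound, then 40 uM arachidonic acid for 30 min, room temperature, Hepes pH 7.0 with 0.01% Triton X-100. Hydroperoxide detected by ferrous iron/xylenol orange; 573/405 nm absorbance ratio gives reaction progress.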
# PNC inhibitor: blocks assembly of the perinucleolar compartment; PC3M PTB-GFP, PNC prevalence imaging, 16 h; active compounds read low; activity change (PNC), negative = inhibition, % at 10 µM; 3.1% of 140,000 active; AID 2417;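 active means readout at or below -70, meaning at least 70% loss of cells showing the perinucleolar compartment, a nuclear body marking cancer cells; inconclusive means readout between -30 and a set limit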;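 further: plate controls were DMSO wells for no effect and camptothecin positive control wells for full effect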
#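 PC3M cells stably expressing PTB-GFP, 750–1000 cells/well, treated 16 h at 37 °C with compound (23 nl of library stock), in duplicate. After paraformaldehyde fixation and Hoechst stain, imaged at 20x; PNC prevalence scored by image analysis.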
# IMPase inh: membrane-permeable compound that blocks inositol monophosphatase. P97697. CHO-M1 cells, IP1 accumulation, HTRF TR-FRET ratio. inhibition (IP1 accumulation), % at 46.1 µM. 120,000 tested, under 10 active. AID 901; active means well fitted curve in the direction sought with a large enough effect in the signal ratio, not every such curve was filed as active; inconclusive means small, poorly fitted or top-dose-only effect, or a change in a side signal; inactive means no such curve, though single readings can be large or run the other way; the % refers to the signal ratio;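 further: cells stimulated with carbachol in lithium chloride buffer; plate controls were DMSO basal wells for no effect and reference inhibitor wells for full effect; higher means more IMPase inhibition seen as more IP1 and lower FRET ratio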
# Target sequence (P97697 whole entry, looked up): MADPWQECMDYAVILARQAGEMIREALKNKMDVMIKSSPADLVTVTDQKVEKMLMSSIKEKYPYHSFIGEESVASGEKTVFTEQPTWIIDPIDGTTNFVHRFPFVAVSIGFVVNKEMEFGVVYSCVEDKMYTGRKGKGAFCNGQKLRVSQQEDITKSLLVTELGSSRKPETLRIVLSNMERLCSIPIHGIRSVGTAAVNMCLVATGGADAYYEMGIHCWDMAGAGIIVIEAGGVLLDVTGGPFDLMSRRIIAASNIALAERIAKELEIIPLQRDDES
#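 Cellular IMPase inhibition is scored as a rise in cytosolic IP1, detected by competitive TR-FRET between d2-labelled IP1 and a europium anti-IP1 antibody. M1-expressing CHO cells were stimulated with carbachol for 30 min at 37C, with lithium (50 mM LiCl) present in the buffer.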
# ALOX15B inhib: inhibitors of human 15-lipoxygenase 2 (ALOX15B); O15296; purified 15hLO-2, xylenol orange hydroperoxide absorbance; Potency, µM (highest dose often 57.1 µM), for inactives: top-dose activity change, negative = inhibition, actives largely listed as inhibitors; 0.56% of 110,000 active; further: potency means the concentration at half of the fitted maximal effect; nearly all actives have a fitted effect of over 60% in size; many of its hits are not listed in these tables
# Target sequence (O15296 whole entry, looked up): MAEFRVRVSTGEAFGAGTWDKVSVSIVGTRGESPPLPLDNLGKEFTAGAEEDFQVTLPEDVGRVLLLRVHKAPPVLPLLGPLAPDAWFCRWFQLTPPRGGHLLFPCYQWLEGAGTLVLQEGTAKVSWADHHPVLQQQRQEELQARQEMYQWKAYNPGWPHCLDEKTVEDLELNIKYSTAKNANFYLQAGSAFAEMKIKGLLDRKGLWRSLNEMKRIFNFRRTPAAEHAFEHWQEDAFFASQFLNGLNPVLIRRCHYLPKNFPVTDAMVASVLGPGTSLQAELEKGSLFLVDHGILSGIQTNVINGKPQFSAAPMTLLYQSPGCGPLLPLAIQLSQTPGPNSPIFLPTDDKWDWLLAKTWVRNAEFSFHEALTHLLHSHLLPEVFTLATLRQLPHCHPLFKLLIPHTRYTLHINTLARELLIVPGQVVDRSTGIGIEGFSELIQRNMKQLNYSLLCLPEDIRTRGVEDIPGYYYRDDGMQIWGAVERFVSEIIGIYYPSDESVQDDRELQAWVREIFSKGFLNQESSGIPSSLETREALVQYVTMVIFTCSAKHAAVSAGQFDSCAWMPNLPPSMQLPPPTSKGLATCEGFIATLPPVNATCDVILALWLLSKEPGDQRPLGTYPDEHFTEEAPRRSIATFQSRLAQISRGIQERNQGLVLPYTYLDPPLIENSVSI
#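 Screening format was qHTS against 50 nM purified 15hLO-2 in Hepes pH 7.5 with detergent. Activity follows hydroperoxide formation from 45 uM arachidonic acid, measured as 573:405 nm absorbance ratio of the ferric-xylenol orange complex.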
# * hit, by the source's call; u = inconclusive; x = no result given; [ ] = dose if it differs, or a comment. Unless noted, the call rests on the fitted dose curve; in most records, active means well fitted curve in the direction sought with a large enough effect; inconclusive means small, poorly fitted or top-dose-only effect, or another doubt; inactive means no such curve, though single readings can be large; an effect the other way counts as inactive or inconclusive. Unless noted, on the % scale 0 is the no-effect control and ±100 the full control effect.
cpd | Molecule | ALOX12 inhib | PNC inhibitor
1 | Cc1onc(-c2ccccc2)c1C(=O)NC(=S)Nc1sc2c(c1C#N)CCC(C)C2 (stereo not given) | -1.4% | -28.9
2 | COc1ccc(CC(=O)NCc2nnc(SCc3ccc(C)cc3)n2C)cc1 | -0.5% | -92.3*
3 | COc1cc(/C=N/NC(=O)Cn2nc([N+](=O)[O-])cc2C)cc(Br)c1OCc1ccccc1 | -2.5% | 28.1
4 | Cc1ccc(-n2nc3ccc(NC(=S)NC(=O)/C=C/c4ccco4)cc3n2)cc1 | 0.2% | -17.8
5 | CCOc1ccc(NC(=O)CSc2nc(C)c3c(c2C#N)CCCC3)cc1 | -0.8% | 47.5
6 | Cc1c(N2C(=O)CS/C2=N\N=C\c2ccc(Br)cc2)c(=O)n(-c2ccccc2)n1C | 0.9% | 21.7
7 | Cn1c(=O)n(C)c2cc([N+](=O)[O-])c(N3CCN(S(=O)(=O)c4ccc(C(C)(C)C)cc4)CC3)cc21 | -3.0% | -5.3
8 | Cc1ccc(S(=O)(=O)Oc2ccccc2/C=N/NC(N)=S)cc1 | 1.2% | u
9 | Cc1ccc(NC(=O)ON=C2CCCC2)cc1 | 1.4% | -22.2
10 | CCn1c(CC(=O)Nc2ccc(C)cc2)nnc1SCC(=O)NCCc1ccccc1 | 3.3% | 3.9
11 | NC1=NC(=O)S/C1=C\c1ccc(O)cc1 | -3.3% | 67.3
12 | CC(C)(C)c1ccc(CN(Cc2ccco2)Cc2nnnn2C2CCCC2)cc1 | -16.3% | u
13 | Cc1c(C(=O)Nc2ccc(Cl)cc2)c2ccccn2c1C(=O)c1ccc(F)cc1 | -4.0% | u
14 | COc1ccc(N2CCN(C(CNS(=O)(=O)c3ccc4c(c3)OCCO4)c3ccco3)CC2)cc1 (stereo not given) | 5.4% | u
15 | C#CC[N+](C)(C)CCCCCCCC | 2.6% | u

cpd | IMPase inh | ALOX15B inhib
1 | x | x
2 | x | x
3 | 6.8 | u
4 | x | x
5 | -15.5 | 4.0%
6 | 0.9 | -1.9%
7 | 1.4 | 1.8%
8 | 5.7 | -14.9%
9 | 15.6 | x
10 | -3.6 | x
11 | x | x
12 | 4.9 | -11.2%
13 | 6.2 | -8.9%
14 | 8.2 | x
15 | x | x

# Results in sequence from above:
# PNC inhibitor, nos. 4 to 14: -17.8, 47.5, 21.7, -5.3, u, -22.2, 3.9, 67.3, u, u, u
# IMPase inh, nos. 4 to 14: x, -15.5, 0.9, 1.4, 5.7, 15.6, -3.6, x, 4.9, 6.2, 8.2

# A few values from the list:
# Result of Cn1c(=O)n(C)c2cc([N+](=O)[O-])c(N3CCN(S(=O)(=O)c4ccc(C(C)(C)C)cc4)CC3)cc21 under PNC inhibitor: -5.3
# Result of CC(C)(C)c1ccc(CN(Cc2ccco2)Cc2nnnn2C2CCCC2)cc1 under ALOX12 inhib: -16.3%
# Result of CCOc1ccc(NC(=O)CSc2nc(C)c3c(c2C#N)CCCC3)cc1 under IMPase inh: -15.5

# Additional entries follow:
cpd | Molecule | ALOX12 inhib | PNC inhibitor
16 | Nc1nonc1C(=O)NCCNS(=O)(=O)c1ccc(F)cc1 | -1.6% | -2.4
17 | Cc1cc(C(=O)Nc2ccccc2)c(C)o1 | 0.5% | u
18 | Cc1sc(NC(=O)CSc2ncn(-c3ccccc3)n2)nc1-c1ccccc1 | -2.3% | u
19 | COc1ccc(C(=O)N2c3ccccc3CC2C)cc1OC (stereo not given) | -0.4% | 18.9
20 | O=C(O)c1cnc2ccccc2n1 | -5.6% | 22.1
21 | Cc1c(C(=O)OCC(=O)Nc2ccccc2OC(F)F)cccc1[N+](=O)[O-] | -3.3% | -10.0
22 | O=C(Nc1ccc2c(c1)OCCO2)c1ccc(Cl)c([N+](=O)[O-])c1 | -0.3% | 28.6
23 | COc1ccc(/C=C/C(=O)N(C(C)C)C(C)C)cc1Br | -0.5% | 25.3
24 | CC(C)c1c(O)c(-c2cc3c(c(C(C)C)c2O)CCC2C(C)(C)CCC[C@@]32C)cc2c1CCC1C(C)(C)CCC[C@@]21C (stereo not given in full) | 0.6% | x
25 | COc1ccc2cc3c(N)nn(C(=O)c4ccccc4[N+](=O)[O-])c3nc2c1 | -0.9% | 111.5
26 | CC1(C)CC(=O)C2=C(C1)NCN(CCCN1CCOCC1)C2 | 7.7% | 1.7
27 | O=C(COC(=O)c1cnc(Cl)c(Cl)c1)Nc1ccc(S(=O)(=O)N2CCCC2)cc1 | 3.3% | -3.4
28 | Cc1onc(-c2c(Cl)cccc2Cl)c1C(=O)NC1C(=O)N2C1SC(C)(C)C2C(=O)O (stereo not given) | -1.0% | x
29 | Cc1ccc(S(=O)(=O)COCCN2CCN(S(=O)(=O)c3ccc(C)cc3)CCC2=O)cc1 | -1.4%[0.00818 µM] | x
30 | CCOc1ccccc1C1C(C#N)=C(N)SC(N)=C1C#N | -23.9% | 3.6

cpd | IMPase inh | ALOX15B inhib
16 | -8.9 | x
17 | -6.6 | 2.2%
18 | u | x
19 | 20.8 | 5.3%
20 | -3.5 | 8.3%
21 | x | x
22 | x | x
23 | -3.1 | 8.9%
24 | x | -3.3%
25 | -1.5 | x
26 | -4.8 | 4.8%
27 | x | x
28 | x | 6.5%
29 | x | 4.1%[0.0915 µM]
30 | -20.1 | -27.3%

# The results go on.
cpd | Molecule | ALOX12 inhib | PNC inhibitor
31 | Cc1nn(C)cc1/C=N/NC(=O)C(C)(C)Oc1ccc(Cl)cc1 | 0.6% | u
32 | O=C(NCCO)c1scc2c1OCCO2 | 1.9% | -0.7
33 | CON/C=C(\C=Nc1ccc(Cl)cc1)c1ncc(C(F)(F)F)cc1Cl | 0.8% | u
34 | COc1ccc(-n2ncc3c(NCCCn4ccnc4)ncnc32)cc1 | -5.7% | 2.2
35 | Cc1cc(NC(=O)CCC(=O)N(c2ccccc2)C(C(=O)NC2CCCCC2)c2cccs2)no1 (stereo not given) | -2.9% | -26.7
36 | COc1ccc(C(=O)c2sc(Nc3ccccc3)c(C(=O)Nc3ccc(OC)c(OC)c3)c2N)cc1 | -8.8% | 35.9
37 | CC(C)COC(=O)c1ccc(NC(=O)C2C3CCC(C3)C2C(=O)O)cc1 (stereo not given) | -9.0% | 37.5
38 | O=C(NNS(=O)(=O)c1ccccc1)c1ccc(S(=O)(=O)N2CCCCC2)cc1 | 1.5% | 9.3
39 | Cn1c(CCN2CCCCCC2)nc2cc(NC(=O)Nc3ccccc3)ccc21 | 4.2% | -29.1
40 | Cc1ccc(Nc2ccc(C(=O)NCCc3ccccc3)cn2)cc1 | -2.3% | 7.7
41 | Cn1c(-c2sc(=S)n(-c3ccccc3)c2N)nc2ccccc21 | -0.2% | 11.1
42 | COC(=O)c1ccc(C(NC(=O)OCc2ccccc2)/C(F)=C/[C@@H](C)C(=O)NCc2cc(C)on2)cc1 (stereo not given in full) | -0.8% | x
43 | CC(C)(C)n1nc2c(c1NC(=O)c1ccc(Br)cc1)CS(=O)C2 (stereo not given) | 3.4% | 7.0
44 | Cc1cc(C)c2c(-n3cccc3)c(NC(=O)OC(C)C)sc2n1 | -2.3% | 103.6
45 | COC(=O)c1sccc1NC(=O)c1cc(-c2cc(C)ccc2C)nc2ccccc12 | -2.2% | 42.6

cpd | IMPase inh | ALOX15B inhib
31 | -1.5 | -7.0%
32 | 1.5 | -1.3%
33 | -6.6 | 0.5%
34 | -3.6 | 3.7%
35 | u | x
36 | -2.5 | -12.8%
37 | 1.1 | -5.8%
38 | x | x
39 | 16.4 | 49.0%[activator]
40 | x | x
41 | 6.8 | -19.7%
42 | x | 6.1%
43 | 2.0 | -3.9%
44 | 3.2 | 23.8%
45 | 0.3 | -11.3%

# (listing goes on)
cpd | Molecule | ALOX12 inhib | PNC inhibitor
46 | CCc1cccc(NC(=O)Cn2c(-c3ccccc3)cc(C(C)=O)c2C)c1 | 1.2% | -25.0
47 | CCOC(=O)c1ccc(N2C(=O)C3CC=CCC3C2=O)cc1 (stereo not given) | -0.9% | 60.3
48 | COC(=O)/C(=C1/Oc2cc(C)oc(=O)c2S1)C(F)(F)F | -1.4% | -100.0*
49 | Nc1ncnc2c1ncn2[C@@H]1O[C@@H](CO)[C@H](O)[C@H]1O | 2.9%[25.6 µM] | x
50 | CCc1c(C#N)c(SCCC(=O)Nc2ccc(OC)cc2)nc2c1C(=O)CC(C)(C)C2 | 3.9% | u
51 | CCn1ncc(Br)c1C(=O)N(C)C12CC3CC(CC(C3)C1)C2 | -2.9% | u
52 | COc1ccc(-c2ccc(SCC(=O)N3c4ccccc4CC3C)nn2)cc1OC (stereo not given) | -2.3% | u
53 | FC(F)(F)c1cccc(N2CCN(Cc3ccoc3)CC2)c1 | 2.0% | -18.8
54 | COc1ccc(NC(=O)CCCNS(=O)(=O)c2cccs2)cc1 | -1.2% | 27.7
55 | CSc1nc(N2CCOCC2)c2c(c1C#N)CCCCC2 | -1.7% | u
56 | CCC(C)(C)n1nnnc1C(c1ccc(C)cc1)N1CCN(C(=O)c2ccco2)CC1 (stereo not given) | -4.8% | -14.2
57 | O=[N+]([O-])c1cccc(C2=NCCC(c3ccccc3)O2)c1 (stereo not given) | 1.4% | -13.5
58 | CCN(Cc1ccccc1)C(=S)Nc1cc(C(=O)OC)ccc1C(=O)OC | -0.2% | -23.4
59 | O=C(CS(=O)(=O)Cc1ccccc1)NCC1CCCO1 (stereo not given) | 2.9% | -0.1
60 | CNC(=O)NC(=O)C(C)OC(=O)c1c2c(nc3ccccc13)/C(=C/c1cccs1)CC2 (stereo not given) | -2.4% | 47.0

cpd | IMPase inh | ALOX15B inhib
46 | x | x
47 | 2.3 | 1.4%
48 | -3.1 | x
49 | -5.0[20.6 µM] | 7.1%[25.6 µM]
50 | -1.2 | -5.1%
51 | 2.2 | -13.0%
52 | 10.6 | -2.4%
53 | 9.0 | 1.1%
54 | -5.3 | 2.3%
55 | 6.7 | -2.3%
56 | 3.3 | x
57 | x | x
58 | x | x
59 | -5.5 | -4.0%
60 | -2.3 | x

# (further entries)
cpd | Molecule | ALOX12 inhib | PNC inhibitor
61 | CC(C)(C)NC(=O)Cn1nnc(-c2ccc(Cl)cc2)n1 | -4.1% | 35.0
62 | O=C(CSc1nnc(-c2cccnc2)n1-c1ccccc1)Nc1ccc2c(c1)OCO2 | -5.4% | u
63 | Cc1ccc(C(c2nnnn2C2CCCCC2)N(C)C2CCCCC2)cc1 (stereo not given) | 6.8% | -7.3
64 | COCc1nc2ccccc2n1Cc1cccc(C)c1 | -4.6% | 18.6
65 | O=C(O)CCCCCNS(=O)(=O)c1cccc2nsnc12 | -1.7% | 32.9
66 | O=C(N/N=C/c1c[nH]c2ccccc12)C1CC1(c1ccccc1)c1ccccc1 (stereo not given) | -8.7% | 23.2
67 | Cc1cc(NC(=O)CSc2nc3c(cc2C#N)CCCC3)no1 | 3.1% | 1.5
68 | O=C(O)c1ccc(S(=O)(=O)N=Nc2c(O)[nH]c3ccccc23)cc1 | 10.4%[11.4 µM] | x
69 | CCC(CC)C(=O)NCCc1cc2ccc(OC)cc2[nH]c1=O | -3.2% | 32.5
70 | COc1ccc(N/C=C2/CCCCC2=O)cc1 | -11.7% | 31.0
71 | O=C(COC(=O)CCc1c[nH]c(=O)[nH]1)Nc1ccccc1 | 1.0% | -28.3
72 | C#CCOCCOCCOCCNc1nc(N2CCOCC2)nc(N2CCN(C(=O)Cn3cc(CCCN=C(N)N)nn3)CC2)n1 | 3.2% | u
73 | Cc1ccc(Cn2c([N+](=O)[O-])cnc2C)cc1 | -2.8% | -25.5
74 | O=C(Nc1ccc(S(=O)(=O)N2CCc3ccccc32)cc1)c1ccco1 | -15.0% | 26.4

cpd | IMPase inh | ALOX15B inhib
61 | 3.0 | 10.6%
62 | 5.5 | 2.7%
63 | 1.8 | 0.9%
64 | 2.3 | -5.4%
65 | -5.8 | -5.3%
66 | 23.3 | x
67 | x | x
68 | x | -11.2%[11.4 µM]
69 | 0.9 | 3.8%
70 | 8.2 | -9.5%
71 | 0.7 | -15.8%
72 | x | x
73 | x | x
74 | 3.1 | 0.2%

# Source: PubChem

# This is a subset; rates above refer to the full screens.
